Assay outcomes from PubChem BioAssay.
RGS4 inh: human RGS4 inhibition; 0.039% of 390,000 active; P49798; Transcreener GDP fluorescence polarization, RGS4-accelerated GTP hydrolysis; Potency, µM (series often up to 114 µM), inactives show at the top dose activity change, negative = inhibition, actives largely listed as inhibitors; note: % is set by controls: 0 for no effect and ±100 for the full control effect; nearly all actives have a fitted effect of over 75% in size; some results filed as inactive show a strong effect at the top dose
Target sequence (P49798 whole entry, looked up): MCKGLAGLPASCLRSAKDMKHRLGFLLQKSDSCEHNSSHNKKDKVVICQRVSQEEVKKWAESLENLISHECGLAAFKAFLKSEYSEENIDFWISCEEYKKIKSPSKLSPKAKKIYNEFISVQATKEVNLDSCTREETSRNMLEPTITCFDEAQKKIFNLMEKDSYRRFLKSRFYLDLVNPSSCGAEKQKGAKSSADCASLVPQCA
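MLSMR compounds (23 nl, pin-transferred) preincubated 10 min at room temperature with a 500nM (2x) first reagent, then RGS4 at 900nM (2x) plus Transcreener GDP mix added; fluorescence polarization (620/688 nm) read before and after 90 min at 30 °C.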
RXFP1 agonist: activates the human relaxin receptor RXFP1; Potency, µM (series often up to 57.5 µM), inactives show at the highest dose activation, hits mostly activators; AID 2676; HEK293T-RXFP1 cAMP TR-FRET, 30 min; response scale: percent of porcine relaxin response, buffer zero; 0.3% of 370,000 active; note: % is set by controls: 0 for no effect and ±100 for the full control effect; nearly all actives have a fitted effect of over 60% in size; many of its hits are not listed in these tables
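Agonist response is measured as cAMP accumulation in an RXFP1-transfected HEK293T line under PDE4 inhibition. Values are scaled between buffer-only and 29 nM porcine relaxin, and EC50s come from standard Hill equation fits.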
Vif-A3F inh: Vif-A3F binding inhibition; HeLa A3F-eYFP + Vif (tagged APOBEC3F with the HIV-1 protein that degrades it), YFP fluorescence increase; 0.2% of 390,000 active; AID 602313; Potency, µM (top dose mostly 46.1 µM), inactives show at the top dose activity, negative = active; note: % of control where 0% means no effect; nearly all actives have a fitted effect of over 65% in size
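HeLa cells stably expressing A3F-eYFP plus Vif, plated and incubated overnight at 37 deg C, then exposed to compounds overnight at 37 deg C. Blocked degradation read as raised yellow fluorescence (Ex 488/Em 500-530).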
Vif-A3G inh: inhibitors of Vif-APOBEC3G interaction | 0.076% of 410,000 active | HeLa A3G-eYFP + Vif (tagged APOBEC3G with the HIV-1 protein that degrades it), YFP fluorescence, overnight | Potency, µM (titrated, usually from 46.1 µM), without a hit: at the top dose activity, negative = active, hits mostly inhibitors | Q9HC16;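 note: % is set by controls: 0 for no effect and ±100 for the full control effect; nearly all actives have a fitted effect of over 60% in size; hits raise eYFP signal because A3G escapes Vif-driven loss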
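Read-out is eYFP fluorescence (Ex 488/Em 500-530) from Vif-expressing HeLa A3G-eYFP cells; more signal means A3G escaped Vif-mediated degradation. Cells plated overnight, compound pinned in, incubated overnight at 37 deg C.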
USP1-UAF1 inh: inhibitors of human USP1/UAF1 deubiquitinase | recombinant USP1/UAF1, Ub-Rhodamine cleavage fluorescence | Potency, µM (titrated, usually from 57.1 µM), for the others: at the highest dose activity change, negative = inhibition, actives largely listed as inhibitors | 0.23% of 390,000 active | AID 743255; note: % is set by controls: 0 for no effect and ±100 for the full control effect; nearly all actives have a fitted effect of over 60% in size; inactives centre near -12
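USP1/UAF1 complex at 1 nM was preincubated with compound for 15 min at room temperature, then Ub-Rho substrate (150nM final) was added. Fluorescence (480/540 nm) was read kinetically, 6 reads every 60 seconds.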
rTrxR1 inhibitor: blocks rat thioredoxin reductase 1; O89049; recombinant rTrxR1, NADPH fluorescence consumption, selenite substrate; Potency, µM (top dose mostly 114 µM), without a hit: top-dose activity change, negative = inhibition, hits mostly inhibitors; 1% of 390,000 active; note: % is set by controls: 0 for no effect and ±100 for the full control effect; nearly all actives have a fitted effect of over 65% in size
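Rat TrxR1 (90 nM in the dispensed reagent) was pre-reduced with 400 uM NADPH for 5 min at room temperature, then incubated with compound for 15 min. After 400 uM selenite was added, NADPH fluorescence (Ex 340/Em 450 nm) was followed for 8 min.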
12-LOX inh: ALOX12 (human) lipoxygenase inhibition | Potency, µM (doses to about 108 µM), inactives show top-dose activity change, negative = inhibition, hits mostly inhibitors | 1.1% of 580,000 active | AID 1671190 | P18054 | purified 12hLO, xylenol orange hydroperoxide absorbance; note: % is set by controls: 0 for no effect and ±100 for the full control effect
Target sequence (P18054 whole entry, looked up): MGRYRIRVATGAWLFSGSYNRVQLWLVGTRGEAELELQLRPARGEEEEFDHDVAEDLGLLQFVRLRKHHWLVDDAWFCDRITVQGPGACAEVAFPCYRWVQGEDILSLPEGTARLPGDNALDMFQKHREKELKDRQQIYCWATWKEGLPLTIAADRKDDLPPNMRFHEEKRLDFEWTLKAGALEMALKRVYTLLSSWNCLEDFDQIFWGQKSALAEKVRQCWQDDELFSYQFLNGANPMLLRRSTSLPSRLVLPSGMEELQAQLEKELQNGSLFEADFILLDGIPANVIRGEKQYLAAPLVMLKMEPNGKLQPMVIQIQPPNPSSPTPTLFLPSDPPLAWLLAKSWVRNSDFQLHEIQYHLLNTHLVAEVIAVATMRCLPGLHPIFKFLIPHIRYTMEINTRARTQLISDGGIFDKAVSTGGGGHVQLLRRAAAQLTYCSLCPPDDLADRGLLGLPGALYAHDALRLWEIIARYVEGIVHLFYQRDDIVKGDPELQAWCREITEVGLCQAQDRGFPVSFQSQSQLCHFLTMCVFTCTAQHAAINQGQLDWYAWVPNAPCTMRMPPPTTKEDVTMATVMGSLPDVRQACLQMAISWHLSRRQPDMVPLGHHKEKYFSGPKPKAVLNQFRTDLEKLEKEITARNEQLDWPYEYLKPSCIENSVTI
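Purified human 12hLO (150 nM final) in 25 mM Hepes, 0.01% Triton X-100, pH 7.0 was preincubated 15 min at room temperature with compound. Then 40 uM arachidonic acid was added, 30 min. Hydroperoxide was read by Fe-XO absorbance ratio 573/405 nm.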
TrxR1 substrate: is turned over as a substrate by rat TrxR1 | Potency, µM (top dose mostly 114 µM), without a hit: at the highest dose activity change, negative = substrate turnover | O89049 | purified TrxR1 substrate turnover, NADPH consumption readout | 0.01% of 390,000 active; note: % is set by controls: 0 for no effect and ±100 for the full control effect; nearly all actives have a fitted effect of over 50% in size
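Rat TrxR1, dispensed at 90 nM, was prereduced with 400 uM NADPH (final) for 5 min at ~22 deg C, then incubated with compound 15 min before 400 uM selenite. A first-read NADPH fluorescence drop versus no-compound background flagged substrates.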
IDH1 R132H inh: inhibitors of human mutant IDH1 R132H. O75874. 0.093% of 390,000 active. IDH1-R132H enzyme, NADPH consumption, diaphorase/resazurin fluorescence. Potency, µM (titrated, usually from 76.6 µM), without a hit: top-dose activity change, negative = inhibition, actives largely listed as inhibitors; note: % is set by controls: 0 for no effect and ±100 for the full control effect; nearly all actives have a fitted effect of over 65% in size
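IDH1-R132H (0.5 ug/mL dispensed) in pH 7.5 Tris buffer was preincubated 30 min with compound, then given a substrate mix of 0.016 mM NADPH and 2 mM alpha-KG for 80 min at room temperature; remaining NADPH was read by diaphorase/resazurin fluorescence.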
Starred values were filed as active, the others as inactive; ? = inconclusive; nt = no result given; [ ] = dose if it differs, or a comment. Calls come from the whole dose curve; as a rule, active = well fitted curve in the direction sought with a large enough effect; inconclusive = small, poorly fitted or top-dose-only effect, or another doubt; inactive = no such curve, though single readings can be large; an effect the other way counts as inactive or inconclusive. Potency is the fitted concentration of half-maximal effect.

Screens by letter: A = RGS4 inh; B = RXFP1 agonist; C = Vif-A3F inh; D = Vif-A3G inh; E = USP1-UAF1 inh; F = rTrxR1 inhibitor; G = 12-LOX inh; H = TrxR1 substrate; I = IDH1 R132H inh
(1) COc1ccc(-c2nc(N)ncc2Oc2ccccc2Br)c(O)c1
  A = 25% | B = -0.6% | C = 0% | D = -11% | E = -2% | F = 6%[57.1 µM] | G = 20% | H = -4% | I = -6%

(2) COc1cccc2cc(C(=O)NC3CC(C)(C)NC(C)(C)C3)c(=O)oc12
  A = 2% | B = nt | C = 1% | D = 1% | E = -18% | F = 9% | G = -72% | H = 5% | I = 0%

(3) Cn1c(NC(=O)c2ccccc2)nc2ccccc21
  A = -3% | B = -1.8% | C = 1% | D = 3% | E = -17% | F = 1% | G = ? | H = -6% | I = 0%

(4) COc1ccc(CNC(=O)COC(=O)CCc2c[nH]c3ccccc23)cc1
  A = 26% | B = 2.8% | C = 6% | D = 0% | E = 1% | F = 26% | G = 31% | H = 1% | I = 5%

(5) Cc1ccc(NS(=O)(=O)c2ccc(NC(=O)c3cccc(NC(=O)C(C)C)c3)cc2)cc1
  A = ? | B = -1.0% | C = -1% | D = -6% | E = -13% | F = 11%[57.1 µM] | G = 136%[activator] | H = -6% | I = -7%

(6) CN(C)CCNC(=O)c1ccc2c(c1)NC(=O)c1ccccc1S2
  A = 11% | B = 2.1% | C = 6% | D = 0% | E = -10% | F = 19% | G = 0% | H = -1% | I = -14%

(7) O=C(c1ccc(F)cc1)C1CCN(C(=O)NCc2ccccc2)CC1
  A = -4% | B = 1.3% | C = 1% | D = -1% | E = -18% | F = 20% | G = -5% | H = 6% | I = 6%

(8) CC12CCC(C(=NO)C1=O)C2(C)C (stereo not given)
  A = 15% | B = nt | C = -3% | D = -3% | E = -10% | F = 11%[57.1 µM] | G = 14% | H = 10%[57.1 µM] | I = 2%

(9) O=C(O)c1ccc2[nH]c3c(c2c1)CSCC3
  A = -18% | B = -0.4% | C = -6% | D = -1% | E = -20% | F = ? | G = nt | H = -3% | I = -4%

(10) CC(OC(=O)C1CCN(c2ccc(C(F)(F)F)cn2)CC1)C(=O)c1ccccc1 (stereo not given)
  A = -3% | B = -0.6% | C = 5% | D = -1% | E = -8% | F = -4% | G = 0% | H = -9% | I = -1%

(11) CC1CCCCC1NC(=O)Cn1cnc2c1c(=O)n(C)c(=O)n2C (stereo not given)
  A = -18% | B = nt | C = 2% | D = -10% | E = -11% | F = 0% | G = 176%[activator] | H = 1% | I = 3%

(12) CC1=C(C(=O)c2ccccc2)C(c2ccc(O)cc2)NC(=S)N1 (stereo not given)
  A = -51% | B = 4.9% | C = 0% | D = -7% | E = -9% | F = 10% | G = ? | H = 4% | I = 0%

(13) CCOC(=O)c1c(NC(C)=O)sc2c1CCN(Cc1ccccc1)C2
  A = -8% | B = 4.2% | C = 9% | D = 0% | E = -23% | F = 6%[57.1 µM] | G = -7% | H = -7%[57.1 µM] | I = 13%

(14) O=c1[nH]c2ccccc2nc1C(Nc1ccccc1)c1ccccc1 (stereo not given)
  A = 15%[11.4 µM] | B = 1.6% | C = 2% | D = -8% | E = ? | F = 12% | G = -17% | H = 5% | I = -11%

(15) CC[C@H](C)[C@@H](CN[C@H](C)CNC)NCCC(c1ccccc1)c1ccccc1
  A = -10% | B = 1.7% | C = -15% | D = -4% | E = -17% | F = 9% | G = 0% | H = -5% | I = 8%

(16) O=C(CN1CCNCC1)Nc1ccc(Oc2ccccc2)cc1
  A = -16% | B = 1.7% | C = -3% | D = 2% | E = -1% | F = 17% | G = -24% | H = 6%[57.1 µM] | I = 0%

(17) COc1ccc(NCc2cc3cc4c(cc3n(CC(=O)Nc3ccc(C)cc3C)c2=O)OCO4)cc1
  A = -13% | B = 0.3% | C = -1% | D = 1% | E = ? | F = 5% | G = 25% | H = 3% | I = 20%

(18) O=[N+]([O-])c1ccccc1S(=O)(=O)N1CCCC(C(F)(F)F)C1 (stereo not given)
  A = -21% | B = -1.4% | C = 6% | D = 0% | E = -8% | F = -6%[11.4 µM] | G = -3% | H = -2%[11.4 µM] | I = 4%

(19) COc1ccccc1NC(=S)NC1CCCCCCCCCCC1
  A = 12% | B = 2.1% | C = ? | D = 3% | E = -4% | F = -9% | G = ? | H = -8% | I = -9%

(20) Cc1ccc(-n2nc(C)cc2NC(=O)c2ccc(C)s2)cc1
  A = -15% | B = -0.2% | C = -4% | D = 1% | E = -5% | F = 11%[57.1 µM] | G = -16% | H = 2%[57.1 µM] | I = 7%

(21) O=S(=O)(Nc1ccon1)c1ccc(Br)s1
  A = 11% | B = -4.0% | C = -8% | D = 0% | E = -15% | F = -6% | G = ? | H = 5% | I = 9%

(22) COc1cccc(S(=O)(=O)NC2CCN(C#N)C2)c1 (stereo not given)
  A = -29% | B = -1.5% | C = 1% | D = 0% | E = nt | F = 31% | G = -3% | H = 5% | I = nt

(23) Cc1ccc(NC(=O)c2sc3nc(-c4ccc(F)cc4)cn3c2C)c(C)c1
  A = 26% | B = 0.8% | C = 8% | D = -3% | E = -2% | F = 21%[57.1 µM] | G = -19% | H = 8%[57.1 µM] | I = 18%

(24) CC(=O)NNC(=O)c1sc(=S)n(C)c1C
  A = 7% | B = -0.3% | C = -1% | D = -1% | E = 3% | F = -3%[57.1 µM] | G = 0% | H = -2%[57.1 µM] | I = 5%

(25) CC1CC(C)CN(C(=O)CCNC(=O)Cn2cnc3ccccc3c2=O)C1 (stereo not given)
  A = 12% | B = 8.2% | C = 2% | D = 0% | E = ? | F = 4% | G = -20% | H = -2% | I = 2%

(26) COCCNC(=O)C(C)N(c1ccc(OC)cc1)S(C)(=O)=O (stereo not given)
  A = -8% | B = -0.4% | C = nt | D = 1% | E = -16% | F = -8% | G = -3% | H = 0% | I = 4%

(27) CCC(C)NC(=O)c1ccc(Cn2c(=O)c3cccn3c3cccnc32)cc1 (stereo not given)
  A = -23% | B = ? | C = -2% | D = 0% | E = 3% | F = 2% | G = -14% | H = 7% | I = -8%

(28) COc1ccc(CCNC(=O)Cn2c(C)c3cnn(-c4ccccc4)c(=O)c3c2C)cc1OC
  A = -4% | B = 3.6% | C = 7% | D = 6% | E = -22% | F = -5% | G = -14% | H = -4% | I = 8%

(29) CCS(=O)(=O)N1Cc2ccccc2CC1C(=O)Nc1ccc(F)c(F)c1F (stereo not given)
  A = 6% | B = 0.4% | C = -3% | D = -3% | E = -9% | F = -9% | G = 0% | H = 1% | I = -2%

(30) CC(=O)Nc1ccc(N2C(=O)C3C4CC(=O)C(c5ccccc54)C3C2=O)cc1 (stereo not given)
  A = -34% | B = 0.9% | C = -7% | D = -11% | E = -16% | F = 19% | G = 463%[activator] | H = 11% | I = 0%

One compound at a time (already shown). Order of screens: RGS4 inh, RXFP1 agonist, Vif-A3F inh, Vif-A3G inh, USP1-UAF1 inh, rTrxR1 inhibitor, 12-LOX inh, TrxR1 substrate, IDH1 R132H inh
CC1CC(C)CN(C(=O)CCNC(=O)Cn2cnc3ccccc3c2=O)C1 (stereo not given) in the list: 12%, 8.2%, 2%, 0%, ?, 4%, -20%, -2%, 2%
Cc1ccc(NC(=O)c2sc3nc(-c4ccc(F)cc4)cn3c2C)c(C)c1 in the list: 26%, 0.8%, 8%, -3%, -2%, 21%[57.1 µM], -19%, 8%[57.1 µM], 18%
COc1ccccc1NC(=S)NC1CCCCCCCCCCC1 in the list: 12%, 2.1%, ?, 3%, -4%, -9%, ?, -8%, -9%

Remaining list, next part
Screens by letter: A = RGS4 inh; B = RXFP1 agonist; C = Vif-A3F inh; D = Vif-A3G inh; E = USP1-UAF1 inh; F = rTrxR1 inhibitor; G = 12-LOX inh; H = TrxR1 substrate; I = IDH1 R132H inh
(31) CCN(CC)S(=O)(=O)c1ccc(OC)c(NC(=O)C(C)Oc2ccc3c(C)cc(=O)oc3c2)c1 (stereo not given)
  A = -38% | B = 20% | C = -16% | D = -1% | E = -8% | F = -9% | G = -26% | H = 5% | I = 2%

(32) COC(=O)c1c(NC(=O)CSc2nnnn2-c2ccc3c(c2)OCO3)sc(C)c1C
  A = 2% | B = -0.1% | C = -7% | D = 4% | E = 5% | F = 21% | G = 9% | H = 7% | I = 7%

(33) COc1cc(Br)c(CC2c3cc(OC)c(OC)cc3CCN2C)cc1OC (stereo not given)
  A = 4% | B = nt | C = 6% | D = 0% | E = -1% | F = 13%[11.4 µM] | G = 125%[activator] | H = 10%[57.1 µM] | I = 2%

(34) CC[C@H]1OC(=O)[C@H](C)[C@@H](O[C@H]2C[C@@](C)(OC)[C@@H](O)[C@H](C)O2)[C@H](C)[C@@H](O[C@@H]2O[C@H](C)C[C@H](N(C)C)[C@H]2O)[C@](C)(O)C[C@@H](C)C(=NOCOCCOC)[C@H](C)[C@@H](O)[C@]1(C)O
  A = 19% | B = -3.2% | C = 3% | D = 2% | E = 9% | F = 11% | G = 7% | H = -3% | I = 9%

(35) CC(C)(C)NCC(=O)c1c[nH]c2ccccc12
  A = -1% | B = 0.0% | C = 3% | D = -4% | E = -22% | F = -8% | G = -20% | H = -8% | I = -3%

(36) Cc1cc(C)n(CCCN2CCC(C(=O)Nc3cccc(-c4cccc(F)c4)c3)CC2)n1
  A = -4% | B = 1.6% | C = 1% | D = -10% | E = -8% | F = -14% | G = 0% | H = -4% | I = 1%

(37) COc1ccc2[nH]c(=O)c(CN(C(=O)c3ccncc3)C(C)C)cc2c1
  A = 0% | B = 4.2% | C = 4% | D = -2% | E = -15% | F = -15% | G = 7% | H = 13% | I = 11%

An excerpt; the hit share may differ from the screen's.
